# Pf growth 96h – Primary qHTS for delayed death inhibitors of the malarial parasite plastid, 96 hour incubation. Potency, µM (series often up to 28.7 µM), inactives show at the top dose activity change, negative = inhibition, most hits filed as inhibitors. P. falciparum luciferase reporter growth, 96 h. AID 504834, 2011. actives 6.9% (n = 320,000); also: potency is read from the fitted curve at half-maximal effect; % is scaled to controls: 0 for no effect and ±100 for the full control effect
#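 P. falciparum expressing integrated firefly luciferase grown in erythrocytes (2% hematocrit, 0.05% parasitemia final) with compounds for 96 hours at 37 C, 5% CO2. Growth inhibition read as loss of luminescence after adding luciferase detection reagent.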
# Pf growth 48h – Primary qHTS for delayed death inhibitors of the malarial parasite plastid, 48 hour incubation. actives 5.9% (n = 310,000). P. falciparum luciferase growth in erythrocytes, 48 h. Potency, µM (doses to about 28.7 µM), for the others: at the top dose activity change, negative = inhibition, usual class: inhibitors. AID 504832, 2011; also: potency is read from the fitted curve at half-maximal effect; % is scaled to controls: 0 for no effect and ±100 for the full control effect
#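 Here the parasites carry a stable luciferase gene and grow inside erythrocytes in Albumax-based RPMI medium with compound for one erythrocytic cycle. Activity is scored as loss of luminescent signal.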
# Shiga inhibitor – A qHTS for Small Molecule Inhibitors of Shiga Toxin; Vero cells, Shiga toxin protein synthesis inhibition reporter; inhibition, % at 38.7 µM; actives 9.2% (n = 290,000); AID 2315, 2010; in the data active = inhibition mostly above about 28%, no sharp cut-off; inactive = mostly below about 43%; also: 0% is about no effect
# Tb PYK inh – qHTS of Trypanosoma Brucei Inhibitors; pyruvate kinase (Trypanosoma brucei), Q57TT1; TbPYK enzyme, Kinase-Glo Plus ATP luminescence, 45 min; Potency, µM (titrated, usually from 76.8 µM), without a hit: top-dose activity, negative = inhibition, hits mostly inhibitors; actives 0.12% (n = 410,000); AID 624173, 2012; also: potency is read from the fitted curve at half-maximal effect; % is scaled to controls: 0 for no effect and ±100 for the full control effect; nearly all actives have a fitted effect of over 50% in size
#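 Screened from lowest to highest concentration, compounds were pinned into TbPYK/substrate mixtures, and ADP (130 uM final) was added. Plates sat at room temperature for 45 min prior to Kinase-Glo Plus detection by luminescence.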
# HCV inh – qHTS Assay for Inhibitors of Hepatitis C Virus (HCV); Potency, µM (highest dose often 41.8 µM), for the others: at the highest dose activity change, negative = inhibition, usual class: inhibitors; actives 3.4% (n = 340,000); Huh7.5.1 HCVcc-Cre infection, luciferase reporter, 44 h; also: potency is read from the fitted curve at half-maximal effect; % is scaled to controls: 0 for no effect and ±100 for the full control effect
#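 Infectious HCV cell culture screen: compound-treated cells (1,000/well, pre-plated 4 h) are infected with HCVcc-Cre at roughly 0.5 moi and grown 44 h. Infection is quantified by luciferase signal after 15 min substrate incubation at room temperature.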
# Cycloheximide cs – Cycloheximide Counterscreen for Small Molecule Inhibitors of Shiga Toxin | actives 12% (n = 300,000) | max response, % | AID 2314, 2010 | cell reporter, cycloheximide protein synthesis inhibition counterscreen; in the data active = max response mostly above about 13%, no sharp cut-off; inactive = mostly below about 14%; also: read at 38.3 µM for the half of the compounds with a filed dose; 0% is about no effect
# LmPK inh – qHTS Assay for Inhibitors of Leishmania Mexicana Pyruvate Kinase (LmPK) | actives 0.37% (n = 290,000) | purified LmPK, Kinase-Glo ATP luminescence, 1 h | AID 1721, 2009 | Potency, µM (titrated, usually from 57.5 µM), for inactives: at the top dose activity change, negative = inhibition, actives largely listed as inhibitors; also: potency is read from the fitted curve at half-maximal effect; % is scaled to controls: 0 for no effect and ±100 for the full control effect
# Target sequence (Q27686 whole entry, looked up): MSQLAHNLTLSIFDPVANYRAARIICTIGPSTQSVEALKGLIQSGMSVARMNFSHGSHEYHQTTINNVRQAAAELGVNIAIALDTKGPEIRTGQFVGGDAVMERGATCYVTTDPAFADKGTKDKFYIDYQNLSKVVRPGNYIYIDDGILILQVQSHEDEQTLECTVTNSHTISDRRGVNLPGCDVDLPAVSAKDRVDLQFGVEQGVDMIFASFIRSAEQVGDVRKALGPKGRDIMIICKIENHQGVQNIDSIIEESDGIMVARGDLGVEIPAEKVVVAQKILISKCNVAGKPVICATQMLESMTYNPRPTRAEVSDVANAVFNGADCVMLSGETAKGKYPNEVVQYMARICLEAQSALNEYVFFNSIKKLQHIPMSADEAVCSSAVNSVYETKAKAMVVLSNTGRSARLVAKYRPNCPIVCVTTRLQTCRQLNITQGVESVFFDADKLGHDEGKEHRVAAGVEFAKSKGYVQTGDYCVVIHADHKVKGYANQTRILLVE
#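 Pyruvate kinase activity monitored as ATP production (luciferase luminescence). Conditions: 0.1 nM enzyme, 0.5 mM PEP, 0.1 mM ADP, 1 h, RT; normalized against uninhibited and no-enzyme wells.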
# * marks the source's active call; other numbers are inactive results; ? = inconclusive; nt = not tested or not shown; & = joins results of further samples; [ ] = remark or other dose. Unless noted, calls follow the shape of the dose curve; as a rule, active = well fitted curve in the direction sought with a large enough effect; inconclusive = small, poorly fitted or top-dose-only effect, or another doubt; inactive = no such curve, though single readings can be large; an effect the other way counts as inactive or inconclusive.
# Letters: A = Pf growth 96h; B = Pf growth 48h; C = Shiga inhibitor; D = Tb PYK inh; E = HCV inh; F = Cycloheximide cs; G = LmPK inh
> Fc1ccc(-n2cc(-c3ccccc3)c3c(NN4CCOCC4)ncnc32)cc1
  A: ?	B: 15µM*	C: -11	D: 4%	E: ?	F: -4	G: 0%
> Cn1c(=O)c2c(SCc3ccccn3)nc(C3CC3)nc2n(C)c1=O
  A: 19%	B: 26%	C: 1	D: 5%	E: -4%	F: 3	G: -9%
> CCOc1ccccc1N1CCN(C(=O)c2ccc(S(=O)(=O)Nc3ccccc3)cc2)CC1
  A: 9.3µM*	B: ?	C: nt	D: -5%	E: 10µM*	F: nt	G: nt
> CCOc1ccccc1NC(=O)c1cccc(NC(=O)C2CCCC2)c1
  A: ?	B: -28%	C: -1	D: 1%	E: ?	F: 2	G: -12%
> COc1ccc(C2CCCCCN2Cc2nc3ccccc3c(=O)n2CC(N)=O)cc1 (configuration not stated)
  A: ?	B: -17%	C: -6	D: -6%	E: -14%	F: 10	G: -7%
> O=C(/C=C/NNC(=O)c1ccccc1)c1ccc(Br)cc1
  A: 183%[activator]	B: nt	C: 71*	D: -9%	E: 2.2µM*	F: 47*	G: 6%
> Cc1ccc(S(=O)(=O)N(C)c2ccccc2C(=O)N2CCOCC2)cc1
  A: -25%	B: 71%[activator]	C: -4	D: 4%	E: 18%	F: -1	G: -4%
> CC(C)n1cc(CN2CCC(C(=O)Nc3cccc(-c4cccc(Cl)c4)c3)CC2)cn1
  A: 9%	B: ?	C: -17	D: 1%	E: ?	F: -6	G: -9%
> CCNC(=S)NNc1nnc(-c2ccccc2)c(-c2ccccc2)n1
  A: -30%	B: 11%	C: nt	D: -9%	E: -14%	F: -4	G: 5%
> CCN(CC)CCCN=Cc1c(O)n(-c2cccc(C)c2C)c(=O)[nH]c1=O
  A: -17%	B: nt	C: -16	D: -9%	E: 7%	F: -1	G: 4%
> CC(Oc1ccc(Br)cc1)C(=O)NNC(=O)CCN1CCN(c2ccccc2)CC1 (configuration not stated)
  A: 3%	B: ?	C: nt	D: 4%	E: 11%	F: nt	G: nt
> Cc1ccc2cccc(NC(=S)NC(=O)c3ccn(C)n3)c2n1
  A: -29%	B: ?	C: -7	D: -4%	E: 32µM*	F: -1	G: 5%
> COc1ccccc1NC(=O)C(C)Sc1nnnn1C (configuration not stated)
  A: 12µM*	B: 15%	C: -4	D: 16%	E: 11%	F: 2	G: -4%
> O=C(/C=C/c1ccco1)Nc1ccc(F)cc1
  A: 159%[activator]	B: 88%[activator]	C: nt	D: 1%	E: nt	F: nt	G: nt
> CN(C)c1ccc(-c2ccccc2)nn1
  A: 35%[activator]	B: nt	C: 94*	D: -18%	E: 11%	F: 32*	G: 25µM*
> O=c1[nH]c(=O)n(Cc2ccccc2)c2nc(-c3cccs3)n(CCO)c12
  A: -5%	B: 3%	C: -3	D: 0%	E: -19%	F: -2	G: 2%
> CC(C)(C)C1CCc2c(sc(NC(=O)c3cc(C4CC4)on3)c2C#N)C1 (configuration not stated)
  A: 2%	B: nt	C: 21	D: -7%	E: 6%	F: -2	G: -1%
> O=c1[nH]c(O)c(/C=C2\C=Nc3ccccc32)[nH]1
  A: 41%[activator]	B: 24%	C: 13	D: 2%	E: -16%	F: 18*	G: -1%
> O=C(CSc1ccc2ccccc2c1)NCCc1ccc(O)c(O)c1
  A: 1%	B: -38%	C: 10	D: 32µM*	E: ?	F: 17	G: -1%
> COc1ccccc1C(=O)Nc1ccc(NC(=O)c2ccco2)c(C)c1
  A: ?	B: ?	C: 41	D: -14%	E: ?	F: 11	G: 16µM*
> COC(=O)c1cc2ccsc2n1Cc1nc(-c2ccc(Cl)cc2)oc1C
  A: ?	B: nt	C: -9	D: -2%	E: 6%	F: -6	G: 4%
> Cc1ccc(S(=O)(=O)CCC(=O)OCc2ccc(Cl)c(Cl)c2)cc1
  A: ?	B: 17%	C: -10	D: 4%	E: 43%[activator]	F: -3	G: -3%
> COc1cc2c(cc1OC)CN(CC(=O)Nc1ccccc1C(=O)NCc1ccccc1)CC2
  A: 2.9µM*	B: 17µM*	C: -13	D: 4%	E: -26%	F: 1	G: 4%
> Cc1cc(C(=O)N/N=C/c2ccc3c(c2)OCO3)c(C)n1-c1ccc(F)cc1
  A: 10%	B: -22%	C: 62*	D: -3%	E: ?	F: 27*	G: 12%
> O=C(O)c1nn(Cc2ccc(Cl)cc2Cl)c2ccccc12
  A: -17%&14%	B: 3%&4%	C: -9	D: 0%&2%&-5%	E: 26%	F: 1	G: 3%
> COc1cc(OC)cc(-n2nc(C(=O)N3CC(C)CC(C)C3)c3ccccc3c2=O)c1 (configuration not stated)
  A: 25%	B: ?	C: 23*	D: 0%	E: -21%	F: -3	G: 5%
> CC(C)n1nc(CC(=O)O)c2ccccc2c1=O
  A: 19%	B: 12%	C: -3	D: 4%	E: -7%	F: -3	G: -4%
> O=C(Cc1cccs1)N/N=C/C=C\c1ccccc1[N+](=O)[O-]
  A: ?	B: 60%[activator]	C: 85*	D: -6%	E: -15%	F: 33*	G: 5%[11.5 µM]
> Cc1noc(C)c1COC(=O)c1cc(S(=O)(=O)N2CCOCC2)ccc1F
  A: -22%	B: 1%	C: nt	D: 2%	E: -1%	F: nt	G: nt
> O=C(COC(=O)/C=C/c1ccccc1)NCc1ccccc1Cl
  A: 30%	B: 18%	C: -28	D: 5%	E: 12%	F: -2	G: 5%
> CCOC(=O)C1CCN(C(=O)CN(c2cccc(OC)c2)S(=O)(=O)c2ccccc2)CC1
  A: 59%[activator]	B: -15%	C: -6	D: -2%	E: -3%	F: -3	G: 8%
> COc1cccc(C(=O)N/N=C2\SCC(=O)N2Cc2ccc3c(c2)OCO3)c1
  A: 0%	B: ?	C: 10	D: -11%	E: 8%	F: -1	G: 2%
> Cc1nc(CN2CCOCC2)cc(=O)[nH]1
  A: 51%[activator]	B: 13%	C: 2	D: 1%	E: 17%	F: 12	G: 6%
> CCOC(=O)C1CCN(CCC(=O)Nc2ccccc2)CC1
  A: ?	B: 2%	C: -5	D: -5%	E: 5%	F: -1	G: 2%
> NNc1nc2cccnc2n(CCNc2ncc(C(F)(F)F)cc2Cl)c1=O
  A: 12µM*	B: ?	C: -2	D: 1%	E: -30%	F: 6	G: 0%
> NS(=O)(=O)c1ccc(NC(=S)NC(=O)c2cccs2)cc1
  A: 12%	B: -1%	C: 28	D: -3%	E: 1%	F: 9	G: 1%
> Cc1ccc(C(C)NC(=S)NCc2ccc(F)cc2)c(C)c1 (configuration not stated)
  A: 305%[activator]	B: ?	C: -4	D: 1%	E: ?	F: 4	G: -4%
> CCc1ccc(S(=O)(=O)NC(CC(=O)O)c2ccccc2)cc1 (configuration not stated)
  A: -12%	B: 35%[activator]	C: 24	D: 7%	E: 14%	F: 4	G: -3%
> Nc1nc2c([N+](=O)[O-])cccc2s1
  A: 45%[activator]	B: 9%	C: 4	D: 8%	E: 4%	F: -3	G: 6%
> Cc1cccc[n+]1CC(=O)c1ccccc1
  A: 33%[activator]	B: nt	C: 5	D: -6%	E: -8%	F: 0	G: -5%
> CCCNC(=O)c1c(N)n(-c2ccc3c(c2)OCO3)c2nc3ccccc3nc12
  A: 4.1µM*	B: 8.3µM*	C: 30	D: 6%	E: -21%	F: 7	G: 7%
> O=C(Nc1ccccc1)NN(C(=O)CCl)c1ccccc1
  A: ?	B: 13µM*	C: 24	D: 7%	E: ?	F: 14	G: -6%
> O=C(Nc1ccc(N2CCOCC2)c(Cl)c1)c1cc(F)c(F)cc1Cl
  A: nt	B: 16%	C: 27	D: 2%	E: ?	F: 19*	G: -4%
> Cc1ccc(CNc2ccc3c(c2)ncn3C(C)C)cc1
  A: ?	B: -14%	C: 61*	D: -16%	E: -29%	F: 36*	G: -5%
> C/C(Cl)=C/CSc1nc2c(c(=O)[nH]c(=O)n2C)n1C(C)C
  A: ?	B: 10%	C: -7	D: -7%	E: -2%	F: -3	G: -6%
> COCCN(C(=O)Cn1nnc2ccccc21)C(C(=O)NC1CCCC1)c1ccc(OC)cc1OC (configuration not stated)
  A: 5%	B: ?	C: 11	D: 9%	E: -13%	F: 0	G: -5%
> O=C(C[n+]1cc(-c2ccccc2)n2c1CCC2)N1c2ccccc2Sc2ccccc21
  A: ?	B: 4.1µM*	C: 13	D: 1%	E: -21%	F: 9	G: 7%
> CCOC(=O)c1ccc(NC(=O)CN2C(=O)CSC(C)C2=O)cc1 (configuration not stated)
  A: 49%[activator]	B: -1%	C: 17	D: -6%	E: 5%	F: 13*	G: -1%
> COCCCNc1ncnc2c1sc1nc(-c3ccco3)c3c(c12)CC(C)(C)OC3
  A: ?	B: ?	C: 27	D: -7%	E: ?	F: 0	G: 5%
> C(=C\c1nc(-c2ccccc2)no1)/c1ccccc1
  A: ?	B: 290%[activator]	C: 48*	D: 1%	E: 1%	F: 30*	G: -7%
> CC1=CC2/C=C(\C)CCC(O)C(O)/C=C/C(=O)C23C(=O)NC(CC(C)C)C3C1C (configuration not stated)
  A: 11%	B: ?	C: -29	D: ?	E: ?	F: -6	G: -2%
> O=C1COc2ccc(C(=O)CSc3nnc(-c4cccs4)n3Cc3ccccc3)cc2N1
  A: 7%	B: ?	C: -3	D: -25%	E: -23%	F: -3	G: 3%
> COc1ccc(CNC(=O)C2=CC(c3ccc(OC)cc3)=NS(=O)(=O)N2C)cc1
  A: 40%[activator]	B: 7%	C: 11	D: -2%	E: -11%	F: -1	G: -5%
> COC(=O)c1cc2c(C)c(C)c3ccccn3c-2c1C(=O)OC
  A: 13µM*	B: nt	C: -11	D: -6%	E: ?	F: -1	G: 3%
> COc1ccc(/C=C2\SC(=O)N(CC(=O)NNC(=O)c3ccccc3O)C2=O)cc1OC
  A: 13%	B: 0%	C: -12	D: -8%	E: 5%	F: 0	G: -1%
> CCOc1ccc(C2C(C(=O)c3cccs3)=C(O)C(=O)N2CCN2CCOCC2)cc1 (configuration not stated)
  A: 11%	B: -8%	C: 25*	D: 1%	E: -5%	F: 28*	G: 2%
> Oc1ccc(C2C[C@H]3CC[C@@H]2C3)cc1O (some centres not stated)
  A: -6%	B: -11%	C: 34*	D: ?	E: -14%	F: 1	G: ?
> COc1ccc(/C=N\NC(=O)C2CCCC2)cc1Br
  A: -20%	B: 5%	C: -21	D: -3%	E: -6%	F: -3	G: -7%

# Whole records, quoted from the list:
# O=C1COc2ccc(C(=O)CSc3nnc(-c4cccs4)n3Cc3ccccc3)cc2N1 across the screens: Pf growth 96h: 7%; Pf growth 48h: ?; Shiga inhibitor: -3; Tb PYK inh: -25%; HCV inh: -23%; Cycloheximide cs: -3; LmPK inh: 3%
# CCOC(=O)c1ccc(NC(=O)CN2C(=O)CSC(C)C2=O)cc1 (configuration not stated) across the screens: Pf growth 96h: 49%[activator]; Pf growth 48h: -1%; Shiga inhibitor: 17; Tb PYK inh: -6%; HCV inh: 5%; Cycloheximide cs: 13*; LmPK inh: -1%
# Oc1ccc(C2C[C@H]3CC[C@@H]2C3)cc1O (some centres not stated) across the screens: Pf growth 96h: -6%; Pf growth 48h: -11%; Shiga inhibitor: 34*; Tb PYK inh: ?; HCV inh: -14%; Cycloheximide cs: 1; LmPK inh: ?

# Screening data from PubChem.
